From PubChem BioAssay
NPY-Y2 antag: blocks the human neuropeptide Y Y2 receptor. 140,000 compounds, 0.99% hits. NPY-Y2 expressing cells, antagonist mode. P49146. inhibition, % at 2.7 µM. AID 793; in the data active means inhibition above about 17%;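 further: 0% = vehicle with agonist challenge and 100% = reference antagonist with challenge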
Target sequence (P49146 whole entry, looked up): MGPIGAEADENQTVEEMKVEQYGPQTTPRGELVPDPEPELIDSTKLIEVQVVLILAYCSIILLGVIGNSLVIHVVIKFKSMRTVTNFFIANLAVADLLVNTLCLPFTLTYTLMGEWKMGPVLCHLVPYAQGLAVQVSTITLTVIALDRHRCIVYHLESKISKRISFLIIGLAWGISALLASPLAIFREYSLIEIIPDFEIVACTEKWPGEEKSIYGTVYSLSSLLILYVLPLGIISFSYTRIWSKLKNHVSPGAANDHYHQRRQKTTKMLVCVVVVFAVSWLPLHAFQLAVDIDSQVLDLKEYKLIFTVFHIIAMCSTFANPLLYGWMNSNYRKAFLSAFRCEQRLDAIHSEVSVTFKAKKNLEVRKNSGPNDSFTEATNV
Phagocytosis inh: inhibitors of macrophage phagocytosis; 110,000 compounds, 0.07% hits; J774A.1 macrophage IgG-bead phagocytosis, imaging; AID 1029; inhibition, % at 5 µM;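 active means inhibition above the mean of the plate negative controls plus 5 SD, cut at about 13% in these data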;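 further: phagocytic index as fraction of beads internalized from green versus red external bead signal; plate controls were DMSO negative control for no effect and cytochalasin-D positive control for full effect; some results beyond the cut were filed as inactive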
HCT116 bCat-KO: beta-catenin-lacking colon tumor cell growth suppression. HCT116 beta-catenin knockout viability, CellTiter-Glo, 60 h; hits give low values. 140,000 compounds, 1.5% hits. viability, % at 10 µM;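 active means viability at or under a set limit, the compound median less 4 SD, cut at about 6% in these data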;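 further: 0% = Hyamine 1622 control at 20 µM and 100% = untreated cell control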
HCT116 PTEN-null: suppresses growth of cells with PTEN deletion; HCT116 PTEN-null viability, CellTiter-Glo, 60 h; hits give low values; viability, % at 10 µM; 140,000 compounds, 1.2% hits; AID 827;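 active means viability at or below a set limit, 4 SD under the median of all tested compounds, cut at about 3.7% in these data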;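 further: PTEN knockout HCT116 line with beta catenin targeted HCT116 as companion control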
E-sel TNF inh: blocks E-selectin expression induced by TNF alpha. AID 1246. inhibition, % at 2 µM. 120,000 compounds, 0.71% hits. HUVEC TNFa-induced E-selectin immunofluorescence, high content;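 active means inhibition above the batch mean plus 3 SD, and confirmed as a hit on visual image review, cut at about 43% in these data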;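 further: 0% = TNF-stimulated DMSO wells and 100% = unstimulated control wells; not every result past the cut was called active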
MRP-1 activ: MRP-1 activation. AID 799. viability increase, % at 10 µM. H69AR cells + doxorubicin, viability rescue, CellTiter-Glo. 140,000 compounds, 0.61% hits;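 active means viability gain under doxorubicin at or above a set limit, the compound median plus 3 SD, cut at about 4.7% in these data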;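 further: MRP-1 overexpressing cells given doxorubicin 25 µM after compound pretreatment; 18-22 h compound pretreatment then 72 h with doxorubicin before readout; 0% = doxorubicin-only wells and 100% = vehicle-treated cells without doxorubicin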
GALR2 antag: blocks the human galanin receptor 2; 140,000 compounds, 0.39% hits; inhibition, % at 4 µM; GALR2-expressing cells, antagonist mode; in the data active means inhibition above about 27%;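 further: cells stimulated with galanin 1-16 at roughly its EC80; 0% = agonist challenge control and 100% = basal control without agonist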
Target sequence (O43603 whole entry, looked up): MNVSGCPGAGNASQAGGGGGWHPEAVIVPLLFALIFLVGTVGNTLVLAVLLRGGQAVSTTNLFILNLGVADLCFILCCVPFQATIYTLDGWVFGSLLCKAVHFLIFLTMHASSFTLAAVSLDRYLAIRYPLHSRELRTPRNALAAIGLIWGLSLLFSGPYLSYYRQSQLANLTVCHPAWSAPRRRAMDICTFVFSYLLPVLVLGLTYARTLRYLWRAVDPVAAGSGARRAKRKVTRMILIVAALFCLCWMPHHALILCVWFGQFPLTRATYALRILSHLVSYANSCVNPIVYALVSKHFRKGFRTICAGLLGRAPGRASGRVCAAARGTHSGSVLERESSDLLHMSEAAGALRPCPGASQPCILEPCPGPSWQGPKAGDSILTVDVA
Yeast growth inh: reduces growth of yeast BB579 in restrictive medium; S. cerevisiae BB579 growth, OD615, 48 h; inhibition, % at 10 µM; 140,000 compounds, 0.51% hits; AID 804;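 active means inhibition above a set limit, 3 SD over the mean compound inhibition, cut at about 44% in these data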; further: inactives centre near -24
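Test system: Saccharomyces cerevisiae DeaD strain BB579, replicative lifespan model yeast | Buffer or medium: Restrictive CSMM-D medium | Doses: One dose, 10 µM compound with 0.25% DMSO | Incubation: 48 h exposure, 30 °C | Detection: Culture absorbance at 615 nm | Control set: Amphotericin B at 10 µg/mL as positive control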
Measles CPE: protection of cells from measles virus. Measles virus-infected cells, CPE protection, absorbance. 140,000 compounds, 1.5% hits. protection (pct of control), % at 4 µM; in the data active means protection mostly above about 24%, no sharp cut-off; inactive means mostly below about 26%; further: some compounds called inactive have numbers as strong as hits
Yeast life ext: yeast lifespan extension; S. cerevisiae growth with nicotinamide, OD615; deaD strain in restrictive glucose medium; inhibition of the nicotinamide effect, % at 10 µM; 130,000 compounds, 0.68% hits;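 active means inhibition above a set limit, placed 3 SD over the median of all compounds, cut at about 26% in these data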;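 further: 0% = nicotinamide-treated wells and 100% = cells grown without nicotinamide; some compounds called inactive have numbers as strong as hits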
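Assay system: engineered S. cerevisiae DeaD replicative-lifespan strain, galactose-grown log-phase cells; medium: restrictive CSMM-D dextrose medium; also added: nicotinamide, 1.5 mM, co-present with compound; schedule: 48 h compound exposure at 30 °C, humidified; detection: absorbance at 615 nm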
An asterisk follows results filed as active; · = no result given.

SMILES,Phagocytosis inh,Yeast life ext,HCT116 PTEN-null,HCT116 bCat-KO,Yeast growth inh,MRP-1 activ,NPY-Y2 antag,GALR2 antag,E-sel TNF inh,Measles CPE
Cc1ccc(SC(C)c2nc(-c3cccnc3)no2)cc1 (centres undefined),1,-16,91,93,-11,-0.5,3,6,-18,9
CCn1cc(NC(=O)Nc2ccccc2C(=O)OC)c(C(N)=O)n1,0,-11,94,89,-38,-1.0,3,-9,·,8
CCCCc1ccc(NC(=S)Nc2ccc(Nc3ccc(OC)cc3)cc2)cc1,-1,-5,49,44,56*,-4.4,-3,1,10,6
O=C(COc1ccccc1)NC(Cc1c[nH]c2ccccc12)C(=O)O (centres undefined),0,-25,91,84,2,-3.5,2,2,5,29
Cc1[nH]nc2c1C(c1ccccc1F)CC(=O)N2 (centres undefined),·,1,98,98,17,-3.6,4,-1,·,7
COc1ccc(-n2c(SCC(=O)NCC3CCCO3)nc3n[nH]c(C)c3c2=N)cc1 (centres undefined),-2,-5,91,89,-39,-3.8,0,10,·,22
O=C(NCCCN1CCOCC1)c1ccc2c(=O)n(CCc3ccccc3)c(=O)[nH]c2c1,-1,-9,96,82,-66,-1.0,-1,-4,15,19
COC(=O)c1ccc(-c2ccco2)n1Cc1cc(C)ccc1C,0,-13,102,100,2,-0.5,5,-13,-9,17
COc1ccc(OC(C)C(=O)NC2CC(C)(C)NC(C)(C)C2)cc1 (centres undefined),-2,-3,91,91,-39,-1.0,0,5,7,15
Cc1cnc(C(=O)Nc2ccc3c(c2)CCC3)cn1,-1,-13,96,104,12,1.0,2,-17,8,9
CC(C)C(=O)NC(Nc1cc(C(F)(F)F)ccc1Cl)C(Cl)(Cl)Cl (centres undefined),-2,3,76,84,-28,-3.0,8,-9,·,7
CCOC(=O)C1=C(C)NC(SCC(=O)Nc2cc(C)on2)=C(C#N)C1c1cccs1 (centres undefined),-5,-8,64,62,-17,-2.5,-2,5,-52,11
CC(C)(C)C(=O)NC(=S)NCCc1ccccc1,·,-24,96,102,-7,-3.9,7,6,-57,4
CCOc1ccc(NC(=O)c2ccc(CNc3c(NC4CCCCC4)c(=O)c3=O)cc2)cc1,-1,-2,85,93,-22,-3.0,0,3,12,17
Cc1ccc(S(=O)(=O)NC(C)(C)CSc2nncn2C)cc1,-1,-2,114,95,-74,0.5,0,-8,19,18
CCNC(=S)NNC(=O)c1cccn(Cc2ccc(Cl)cc2Cl)c1=O,·,-7,82,81,-36,-1.6,2,2,19,7
CC(C)CC(C)NNC(=O)c1cc2ccccc2[nH]1 (centres undefined),0,-3,88,88,-7,-1.9,1,-16,-25,5
CCn1c(COc2cccc(C)c2)nnc1SCC(=O)N1CCCC1,-1,13,106,97,-40,-0.8,0,1,6,9
CC(=O)c1c(C)nc2ccc(Br)cc2c1C(=O)O,0,-8,93,97,-28,-2.6,5,-4,6,14
CCN(CC)CCn1c(=S)[nH]c2ncccc2c1=O,0,-3,103,98,-40,-3.0,0,-16,9,8
CCCN1CCN(C(=O)c2cn(CC(C)C)c(=O)c3cc(OC)c(OC)cc23)CC1,-1,-10,95,99,-12,-1.6,1,10,-13,29
Cc1ccccc1NS(=O)(=O)c1cc(C(N)=O)ccc1C,-1,-6,88,85,-18,0.3,-1,-5,-40,6
COc1cc(OC)c(OC)cc1CN1CCN(Cc2cccn2C)CC1,·,-6,100,85,-14,-1.4,0,-5,9,16
O=C([C@H](Cc1ccccc1)NS(=O)(=O)c1ccc(Cl)cc1)N1CC[C@@]2(O)CCCC[C@H]2C1,·,-9,48,68,-18,-2.2,2,-4,-19,4
CC(C)Oc1ccc(CNC(=S)N/N=C/c2cccnc2)cc1,-2,-4,84,83,-10,-3.4,5,9,-16,12
COc1ccccc1CN1CC(C(=O)N2CCN(c3ccc(F)cc3)CC2)CC1=O (centres undefined),0,-9,80,82,-22,-2.0,2,-4,5,5
O=C(NCc1ccc2c(c1)OCO2)c1ccc(Cl)c(S(=O)(=O)NCc2ccccc2)c1,4,-4,80,86,-42,-1.7,4,-9,·,5
Cc1ccc(N(CC(O)CN(C)C)S(=O)(=O)c2ccccc2)cc1 (centres undefined),-1,-15,101,111,13,-4.0,-1,0,5,7
CCOC(=O)c1sc(=N)n(-c2ccc(OC)cc2)c1C,·,-29,82,95,-42,1.3,0,-5,64*,3
CSc1nc(-c2ccc(Cl)cc2)nn1C(=O)c1ccccc1,-8,0,100,89,-52,-0.1,0,-17,·,10
CCOC(=O)c1cc(-c2ccco2)nc2c1c(C)nn2-c1ccccc1,2,-13,81,85,-43,-0.4,2,-6,-23,9
Cc1nn(-c2nc3ccccc3n2Cc2ccccc2)c2c1C(=O)CC(C)(C)C2,-1,-9,52,51,-21,-1.6,10,2,11,16
O=C(CN(C(=O)Cn1nnc(-c2cccs2)n1)c1ccc2c(c1)OCCO2)NCc1ccccc1,2,-12,87,93,-5,0.8,6,-6,-21,22
Cc1ccc(Nc2nc(N)c([N+](=O)[O-])c(NCc3ccco3)n2)cc1,1,-4,78,95,-50,-1.4,4,-18,·,22
COc1cccc(C(=O)CN2CCC(NC(=O)NC3CCCCC3)CC2)c1,0,7,100,97,-18,0.1,0,-5,-7,12
CC1CC(C)CN(C(=O)CN2CCN(Cc3ccc(Cl)cc3)C2=O)C1 (centres undefined),0,-2,93,91,-28,4.1,2,-14,7,8
O=C(CNS(=O)(=O)c1ccccc1)OCC(=O)c1cccc([N+](=O)[O-])c1,-8,4,96,91,-30,-1.0,3,9,4,7
COc1cccc(N2CCN(Cc3nc4ccccc4c(=O)[nH]3)CC2)c1,-2,-6,92,98,-49,-1.7,3,3,2,1
O=[N+]([O-])c1ccccc1N/N=C/c1cc2ccccc2nc1Cl,0,-7,95,95,-24,-1.6,2,-8,0,9
COCCn1c(=S)[nH]c2cc(C(=O)NCCCN3CCOCC3)ccc2c1=O,·,-22,78,92,-14,-4.4,8,-4,·,22
C=CCN=C(CC)C1=C(O)CCCC1=O,0,-12,78,78,-9,-2.4,0,3,-7,26
COC(=O)c1ccc(NC(=O)Cn2nc(-c3ccncc3)nc2SCC(=O)Nc2nccs2)cc1,·,-16,101,102,-54,-1.7,0,3,32,1
Cc1cc(OCCn2cnc3ccccc3c2=O)ccc1[N+](=O)[O-],-4,0,88,82,-35,-3.7,6,1,13,5
CCOC(=O)c1ccc(N2C(=O)C(O)=C(C(C)=O)C2c2ccccc2)cc1 (centres undefined),·,·,91,95,-39,1.5,1,-26,-5,15
Fc1ccc(CNc2nc(-c3ccco3)cc(C(F)(F)F)n2)cc1,-2,-15,79,80,-3,-4.6,3,-4,-13,4
COCCn1cnc2cc(C)c(C)cc21,0,-18,94,89,-32,-1.5,0,3,·,15
Cc1ccc(-c2nnc(NCc3nc4ccccc4[nH]3)c3ccccc23)cc1S(=O)(=O)N1CCOCC1,-11,7,53,57,-11,2.1,1,7,·,4
O=C(N/N=C/c1ccc[nH]1)c1ccc([N+](=O)[O-])cc1,-9,0,90,95,-41,-0.1,3,3,·,16
COC(=O)c1ccccc1NC(=O)C1CCCN(S(=O)(=O)c2ccc(OC)cc2)C1 (centres undefined),-1,-5,77,82,-37,-1.7,1,2,-38,7
COc1ccc(N2C(=O)/C(=C\c3ccco3)N=C2SCC(=O)NC(C)(C)C)cc1Cl,-11,2,51,56,-37,-4.1,14,-4,1,13

Continued.
SMILES,Phagocytosis inh,Yeast life ext,HCT116 PTEN-null,HCT116 bCat-KO,Yeast growth inh,MRP-1 activ,NPY-Y2 antag,GALR2 antag,E-sel TNF inh,Measles CPE
CCc1ccccc1NC(=O)N[C@H](C(=O)O)C(C)CC (some centres undefined),0,-5,98,98,-21,2.1,1,-12,-5,2
CCOC(=O)N1CCC(Nc2c(Nc3ccc(C)c(C)c3)c(=O)c2=O)CC1,0,1,87,92,-38,-4.6,2,0,-3,13
COc1cc(/C=C2/C(=O)N=C(N)N2C)cc(OC)c1OC,2,-7,111,99,-31,1.4,5,7,7,15
Cc1ccnc(N2C(=O)CSC2c2ccc(Cl)cc2)c1 (centres undefined),-12,0,83,81,-7,-0.8,1,-8,18,2
O=C(NC(=S)NCCc1ccccc1)C1CCCCC1,-1,-4,92,90,-3,-3.5,2,-1,·,17
O=c1ccccn1Cc1c(F)cccc1Cl,0,-13,98,108,-12,-0.4,4,-21,15,31
Cc1ccc(F)c(NC=C2C(=O)OC(C)(C)OC2=O)c1,0,·,104,102,-44,0.9,2,7,-30,7
COC(=O)CCNS(=O)(=O)c1ccc2ccccc2c1,-3,3,99,102,27,0.3,2,1,·,17
CC(C)(C)NCC(O)COc1ccccc1C(=O)CCc1ccccc1 (centres undefined),·,-22,69,70,-29,-1.2,10,16,11,15
